# HP1b chromo inh: HP1-beta chromodomain-methylated histone interaction inhibition; P83916; actives 0.56% (n = 390,000); AlphaScreen HP1-beta / biotin-H3K9me3 peptide binding; Potency, µM (highest dose often 114 µM), inactives show at the top dose activity change, negative = inhibition, usual class: inhibitors; AID 540317; note: nearly all actives have a fitted effect of over 70% in size; inactives centre near 23
#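 AlphaScreen: HP1-beta (50 nM) preformed 30 min with biotin-H3(1-18)K9me3 peptide (50 nM) in PBS pH 7.4, 0.01% Tween-20. Compound added for 30 min at RT, then streptavidin donor/nickel chelate acceptor beads (10 ug/mL) for 30 min.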
# Pin1 inhibitor: blocks the human prolyl isomerase Pin1 | Q13526 | Pin1 FP peptide displacement, HiFluor488, 10 min | Potency, µM (titrated, usually from 115 µM), inactives show at the top dose activity, negative = inhibition, most hits filed as inhibitors | actives 0.009% (n = 390,000); active = well fitted inhibition curve with a large enough effect in the polarisation, with a control signal flat, not every such curve was filed as active; inconclusive = small, poorly fitted or top-dose-only effect, or effect the other way, or a change in a side signal; inactive = no such curve, though single readings can be large or run the other way; the % refers to the polarisation; note: % is set by controls: 0 for no effect and ±100 for the full control effect
# GLS inh: glutaminase GLS (human) inhibition. Potency, µM (titrated, usually from 45.5 µM), without a hit: at the top dose activity change, negative = inhibition, usual class: inhibitors. O94925. actives 0.21% (n = 410,000). GLS enzymatic activity, qHTS titration; note: % is set by controls: 0 for no effect and ±100 for the full control effect
#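 Coupled fluorescence readout: glutamate oxidase/HRP/Amplex Red detect glutamate formed by hKGA from L-glutamine (1 mM solution added). Buffer 45 mM KH2PO4 pH 8.2, 0.02% Tween-20; reads at t0 and 30 min RT.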
# Pol iota inh: blocks human DNA polymerase iota activity. Potency, µM (titrated, usually from 115 µM), for inactives: top-dose activity, negative = inhibition, actives largely listed as inhibitors. Q9UNA4. Pol iota fluorescent replication assay, 10 min. actives 1% (n = 390,000)
#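 Fluorescent replication assay read twice, at 0 min and 10 min after adding 50 nM (final) substrate. Enzyme (10 nM) and compounds were first incubated 15 min at room temperature; enzyme-free buffer wells were negative controls.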
# JMJD2A Tudor inh: JMJD2A Tudor domain (human) inhibition; AID 504339; Potency, µM (highest dose often 114 µM), inactives show at the highest dose activity change, negative = inhibition, usual class: inhibitors; actives 4.4% (n = 390,000); AlphaScreen JMJD2A-Tudor / H3K4me3 peptide binding; note: % is set by controls: 0 for no effect and ±100 for the full control effect; nearly all actives have a fitted effect of over 50% in size
# G9a block: blocks human histone lysine methyltransferase G9a. actives 8.8% (n = 350,000). G9a H3K9 monomethylation, AlphaScreen, 2 h. Q96KQ7. Potency, µM (series often up to 102 µM), without a hit: top-dose activity, negative = inhibition, actives largely listed as inhibitors; note: % is set by controls: 0 for no effect and ±100 for the full control effect; nearly all actives have a fitted effect of over 75% in size
#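 Readings reflect AlphaScreen signal from monomethyl-H3K9 antibody detection. HMT at 20 nM; substrate b-H3K9 500 nM; cofactor SAM 20 uM; 2 h RT reaction; compounds tested as titrations in qHTS with 15 min preincubation.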
# BAZ2B block: blocks human BAZ2B | Q9UIF8 | AlphaScreen BAZ2B-H3K14Ac peptide displacement | Potency, µM (titrated, usually from 114 µM), without a hit: top-dose activity change, negative = inhibition, most hits filed as inhibitors | actives 4.4% (n = 360,000); note: % is set by controls: 0 for no effect and ±100 for the full control effect; nearly all actives have a fitted effect of over 60% in size
#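 AlphaScreen displacement of biotin-H3(5-23)K14Ac peptide (50 nM final) from BAZ2B (50 nM final) in PBS pH 7.4, 0.01% Tween-20; complex preformed 30 min RT, then compounds (top 110 uM) 30 min RT, beads 20 min dark.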
# BLM inh: inhibitors of human Bloom syndrome helicase BLM. P54132. recombinant BLM DNA unwinding, fluorescence dequenching. Potency, µM (doses to about 56.1 µM), inactives show at the top dose activity change, negative = inhibition, hits mostly inhibitors. actives 0.2% (n = 350,000);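 note: plate controls were vehicle for no effect and no enzyme for full effect; nearly all actives have a fitted effect of over 35% in size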
# Tb PGK inh: blocks T. brucei phosphoglycerate kinase | actives 0.043% (n = 380,000) | AID 602233 | PGK/GAPDH coupled, Kinase-Glo luminescence, 60 min | Potency, µM (titrated, usually from 57.5 µM), inactives show at the top dose activity change, negative = inhibition, actives largely listed as inhibitors; note: % is set by controls: 0 for no effect and ±100 for the full control effect; nearly all actives have a fitted effect of over 60% in size
#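 Luminescent ATP detection (Kinase-Glo Plus) follows a 60-minute room-temperature incubation, with wells lacking PGK as controls. Buffer: 100 mM TEA (pH 7.6), 5 mM MgCl2, 0.01% Tween-20. Coupling enzyme GAPDH (100 nM final) supplies unstable 1,3-BPG in-well.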
# Starred values were filed as active, the others as inactive; i = inactive; ? = inconclusive; . = not tested or not shown; [ ] = dose if it differs, or a comment. Unless noted, calls come from the whole dose curve; as a rule, active = well fitted curve in the direction sought with a large enough effect; inconclusive = small, poorly fitted or top-dose-only effect, or another doubt; inactive = no such curve, though single readings can be large; an effect the other way counts as inactive or inconclusive. Potency is the fitted concentration of half-maximal effect. This is a subset. The share of hits here may be higher or lower than overall.
# Sample of the layout:
SMILES	Tb PGK inh	GLS inh	Pol iota inh	BLM inh	JMJD2A Tudor inh	BAZ2B block	HP1b chromo inh	Pin1 inhibitor	G9a block
COc1ccc(N2CCN(CCNS(=O)(=O)c3cccc4nsnc34)CC2)cc1	2%	90%[activator]	6%	-7%	-18%[11.4 µM]	-39%	-30%	3%	?
O=C(Nc1ccccc1)N1CCC(O)(c2cccc(C(F)(F)F)c2)CC1	-8%	-6%	-6%	-13%	-3%	-12%	16%	5%	.
Cc1ccc(-c2ccc(C(=O)O)[nH]2)cc1	-2%	23%	23%	-2%	-25%	1%	0%	3%	-7%[59 µM]

# Main list (from the top)
SMILES	Tb PGK inh	GLS inh	Pol iota inh	BLM inh	JMJD2A Tudor inh	BAZ2B block	HP1b chromo inh	Pin1 inhibitor	G9a block
COc1ccc(N2CCN(CCNS(=O)(=O)c3cccc4nsnc34)CC2)cc1	2%	90%[activator]	6%	-7%	-18%[11.4 µM]	-39%	-30%	3%	?
O=C(Nc1ccccc1)N1CCC(O)(c2cccc(C(F)(F)F)c2)CC1	-8%	-6%	-6%	-13%	-3%	-12%	16%	5%	.
Cc1ccc(-c2ccc(C(=O)O)[nH]2)cc1	-2%	23%	23%	-2%	-25%	1%	0%	3%	-7%[59 µM]
COCCNC(=O)c1cc2cc(Cl)cc(Cl)c2oc1=O	i	-9%	58%[activator]	-4%	-6%	-3%	?	-2%	45µM*
Cc1cc(S(=O)(=O)Nc2cccc([N+](=O)[O-])c2)c(C)s1	-7%	-3%	13%	-7%	-20%	-15%	18%	-3%	-2%[0.501 µM]
c1ccc(-c2cn(C[C@H]3CC[C@@H]([C@@H]4CC[C@H](Cn5cc(-c6ccccn6)nn5)O4)O3)nn2)nc1	3%	-6%	35%[activator]	0%	3.2µM*	0.71µM*	33%	-2%	?
O=C(Nc1ccc(S(=O)(=O)Nc2ncccn2)cc1)c1cc(=O)c2ccccc2o1	-6%	5%	-4%	1%	3%	-3%	31%	-1%	7%[59 µM]
CN(C)c1ccc2c(c1)OC(N)=C(C#N)C2c1cccc(F)c1 (configuration not stated)	-7%	26%	-20%[58.9 µM]	-9%	50µM*	?	?	?	45µM*
Cc1cc2nc(-c3ccc(NC(=O)c4ccc(OCC(C)C)cc4)cc3)oc2cc1C	-6%	-4%	4%	2%	-17%	-2%	29%	0%	6%[59 µM]
CC1=CN2C(=N)/C(=C/c3ccc(C)o3)C(=O)N=C2S1	1%	17%	-12%	2%	-6%	?	14%	3%	-4%[59 µM]
CC1CCC(NC(=O)c2ccc(-n3cncn3)c([N+](=O)[O-])c2)CC1 (configuration not stated)	1%	-1%	23%	.	-10%	5%	34%	-12%	-4%
O=C(CCC1CCCCC1)NCCN1C2=NC[C@H](Cc3ccc(O)cc3)N2C[C@H]1Cc1ccc(O)cc1	-1%	-4%	-11%	6%	-35%	-14%	22%	6%	20%[59 µM]
O=C(CSc1ccc(Cl)cc1)Nc1nnc(-c2cccc([N+](=O)[O-])c2)s1	-7%	2%	-21%	-7%	-10%	-8%	56%[activator]	-6%	40µM*
Cc1ccccc1C(=O)NC(=S)Nc1ccc(S(=O)(=O)N2CCOCC2)cc1	-5%	-7%	41%[activator]	-10%	-23%	-38%	5%	-4%	?
Cc1cc(C)cc(NC(=O)CCn2c(=O)c3cccn3c3ccccc32)c1	i	2%	15%	2%	-13%	-2%	40%[activator]	0%	49%
O=C1NC(=O)/C(=C/c2ccccc2Cl)N1	-1%	-5%	48%[activator]	1%	-12%	1%	?	-3%	-48%
C=CCC1NS(=O)(=O)OCC1C(C)C (configuration not stated)	-2%	1%	?	2%	-14%	?	27%	-1%	-9%
CCCOc1ccccc1-c1nc(SCC(=O)c2ccccc2)n[nH]1	-1%	-1%	39%[activator]	-4%	-3%	-7%	46%[activator]	16%	-34%[59 µM]
O=C(O)/C=C/c1coc2ccc(F)cc2c1=O	i	1%	12%	0%	11%	3%	35%	-7%	-7%[59 µM]
COc1cccc(C2CC(=O)N3CN(c4cccc(Cl)c4C)CSC3=C2C#N)c1OC (configuration not stated)	-8%	7%	-1%	-4%	16µM*	25µM*	?	4%	1.8µM*

# (list continues)
SMILES	Tb PGK inh	GLS inh	Pol iota inh	BLM inh	JMJD2A Tudor inh	BAZ2B block	HP1b chromo inh	Pin1 inhibitor	G9a block
Cc1ccc2nc3sc(C(=O)NCc4ccco4)c(N)c3cc2c1	-11%	-3%	6%	-5%	-21%	-30%	45%[activator]	?	1.6µM*
CCCc1nc2ccccc2n1CC(O)COc1ccc(C(=O)OC)cc1 (configuration not stated)	11%	5%	8%	-1%	-11%	2%	31%[activator]	1%	-4%[59 µM]
Clc1ccc(-c2nc3ccccn3c2Nc2ccc3c(c2)OCCO3)s1	7%	15%	7%	-12%	45µM*	14%	?	10%	18%[59 µM]
Cn1c(CCNC(=O)c2ccco2)nc2cc(NC(=O)c3ccccc3)ccc21	i	-5%	19%	6%	-8%	?	50%[activator]	-2%	-36%
O=C(COC(=O)c1nc(Cl)ccc1Cl)NC(=O)c1ccccc1	9%	9%	11%	-3%	-13%	-6%	13%[57 µM]	-2%	.
COc1ccc(N2CCN(Cc3cc(=O)c(OCC(=O)Nc4ccccc4)co3)CC2)cc1	10%	3%	25%	.	-8%	0%	12%	2%	-8%[0.501 µM]
O=C1Nc2ccccc2C12OCCCCO2	0%	2%	16%	2%	6%	-32%	26%	2%	-7%[59 µM]
COc1ccccc1NC(=O)C(C)OC(=O)c1cccc(-n2cnnn2)c1 (configuration not stated)	2%	17%	9%	.	-10%	8%	14%	3%	-37%
O=C(c1csc2c1CCCC2)N1CCN(c2ccc(F)cc2)CC1	-2%	28%	?	-3%	-33%	-26%	0%	?	?
COC(=O)c1ccc2c(c1)NC1=C(C(=O)CC(C)(C)C1)C(c1ccncc1)N2 (configuration not stated)	i	-6%	50%[activator]	-9%	-10%	-10%	16%	2%	?
CCCCn1c(-c2nn(C)c(C)c2Cl)n[nH]c1=S	-2%	-11%	-13%	-1%	8.9µM*	11%[57.1 µM]	-30%	-9%	11µM*
O=C(O)c1c(Cl)nc2ccccn12	-9%	-2%	?	0%	3%	.	44%[activator]	2%	?
Cc1cc(C(=O)N2CCCC(N3CCN(c4cccc(C(F)(F)F)c4)CC3)C2)no1 (configuration not stated)	10%	5%	-25%	-2%	-6%	-23%	17%	-3%	17%
CCCN1C(=O)/C(=C2\SC(N3CCCCC3)=NC2=O)c2ccccc21	-2%	3%	5%	0%	40µM*	16µM*	-70%	?	22µM*
CC(C)CN(C(=O)COC(=O)c1ccccn1)c1c(N)n(Cc2ccccc2)c(=O)[nH]c1=O	0%	0%	-19%	.	6.3µM*	?	-13%	1%	45µM*
O=C(O)CC1=C(O)C(=O)N(c2ccccc2)C1c1ccc(Cl)cc1 (configuration not stated)	4%	41%[activator]	-3%	0%	-22%	-34%	25%	-6%	2%[59 µM]
Cc1cc(C(=O)COC(=O)C2=NN(c3ccccc3)C(=O)CC2)c(C)n1CC(F)(F)F	-5%	-1%	-12%	-6%	-25%	?	9%	1%	-36%
CC1C=CCC2C(=O)N(c3cccc(C(=O)NCc4ccccc4)c3)C(=O)C12 (configuration not stated)	-8%	3%	26%	-10%	-28%	-24%	20%	-7%	28µM*
COc1cc2c(cc1OC)C(=O)N1[C@H]3c4ccccc4OC[C@@H]3[C@H](c3ccccc3)[C@]1(C)C(=O)N2	-4%	2%	-6%	.	-28%	-9%	12%	10%	1%[12.7 µM]
COc1ccc(CCNC(=O)[C@@H](NC(N)=O)C(C)C)cc1	-6%	-6%	-7%	-2%	0%	-15%	29%	1%	-4%

# Remaining list, next part:
SMILES	Tb PGK inh	GLS inh	Pol iota inh	BLM inh	JMJD2A Tudor inh	BAZ2B block	HP1b chromo inh	Pin1 inhibitor	G9a block
Cc1cc(C(=O)OCC(=O)Nc2cccc(S(N)(=O)=O)c2)c(C)o1	-9%	1%	52%[activator]	.	-25%	.	2%	0%	.
CC(=O)Nc1ccc(NC(=O)CSc2ccc3nnc(-c4cccnc4)n3n2)cc1	-2%	-2%	-15%	-2%	-15%	-9%	36%	1%	32µM*
COc1ccc(NC(=O)[C@H](C)NC(=O)C2CCN(S(=O)(=O)c3ccc(C)cc3)CC2)cc1	i	-1%	19%	3%	-25%	-1%	43%[activator]	-1%	29%
CCC(C)c1ccccc1OCC(=O)Nc1ccc(S(=O)(=O)Nc2cc(C)on2)cc1 (configuration not stated)	5%	19%	13%	-6%	-12%	4%[57.1 µM]	33%	2%	3%[59 µM]
c1ccc(CNCCC(Cc2ccccc2)c2ccco2)cc1 (configuration not stated)	-8%	6%	58%[activator]	1%	-9%	-32%	1%	4%	?
COc1ccc(NC(=O)CSc2ccc(-c3cccnc3)nn2)cc1	4%	3%	-8%	-1%	-10%	-1%	11%	-1%	.
O=C(NC(=S)N1CCCCCC1)c1ccccc1	-4%	5%	-7%	2%	-16%	?	37%	8%	.
COC(=O)c1cc(CNC(=O)C(C)NS(=O)(=O)c2ccc(C)c(C)c2)ccc1OC (configuration not stated)	-4%	-11%	24%	1%	-5%	3%	-2%	-5%	6%
CN(C)c1ccc(NC(=O)CCn2c(=S)oc3ccccc32)cc1	-9%	12%	32%[activator]	-3%	?	25µM*	-2%	17%	?
COc1ccc(N(C(=O)c2ccn[nH]2)C(C(=O)NC2CCCC2)c2ccc(F)cc2)cc1 (configuration not stated)	-9%	-1%	22%	-5%	-1%	-1%	16%	-6%	-5%
CC(=O)OCn1ncc(N2CCOCC2)c(Br)c1=O	-7%	-22%	4%	-2%	-4%	-1%	58%[activator]	-3%	13%[2.33 µM]
O=C(Nc1ccc(Cl)cc1)OC(CN1CCCCC1)C(F)(F)F (configuration not stated)	-5%	6%	1%	-7%	20%	-7%	40%[activator]	-4%	7%
Cc1cc(=O)n2[nH]c(NC(=O)c3cccc(Cl)c3)nc2n1	3%	-1%	-17%	1%	-36%	-30%	20%	-12%	?
COc1ccc(Cl)cc1NC(=S)NCc1cccs1	5%	2%	81%[activator]	-10%	-1%[57.1 µM]	-3%	41%[activator]	1%	.
